Source: PubChem
LRH-1 inv ag – LRH-1 (NR5A2) inverse agonists, primary screen, cell-based, luminescence, HEK293T, StAR-luciferase reporter; Nuclear receptor subfamily 5 group A member 2 (Homo sapiens), O00482; LRH-1 transfected, 24 h; inhibition, % at 3.6 µM; hit rate 0.13% among 360,000; AID 602396, 2012;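 active = inhibition above the mean inhibition of all tested compounds plus 3 SD, cut at about 73% in these data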;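 also: 0% = DMSO wells and 100% = reporter-only cells lacking LRH-1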
Target sequence (O00482 whole entry, looked up): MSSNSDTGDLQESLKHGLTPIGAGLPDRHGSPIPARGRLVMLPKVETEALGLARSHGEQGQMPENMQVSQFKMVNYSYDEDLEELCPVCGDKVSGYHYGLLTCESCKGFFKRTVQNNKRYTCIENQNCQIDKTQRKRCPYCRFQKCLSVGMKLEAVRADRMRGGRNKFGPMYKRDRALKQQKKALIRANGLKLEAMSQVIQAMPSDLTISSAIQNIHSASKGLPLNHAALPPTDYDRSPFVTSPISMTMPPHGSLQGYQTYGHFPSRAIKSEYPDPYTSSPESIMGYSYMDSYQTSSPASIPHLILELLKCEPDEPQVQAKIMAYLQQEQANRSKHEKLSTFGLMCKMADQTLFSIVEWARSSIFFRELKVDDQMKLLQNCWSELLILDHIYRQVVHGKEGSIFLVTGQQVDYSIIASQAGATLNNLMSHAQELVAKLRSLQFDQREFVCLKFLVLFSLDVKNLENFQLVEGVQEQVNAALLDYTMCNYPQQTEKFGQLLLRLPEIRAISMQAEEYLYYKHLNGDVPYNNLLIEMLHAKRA
TROY signal inh – inhibitors of TROY-driven NF-kB signaling, primary screen, Q293 LMP1-TROYcd cells, NF-kB luciferase, uHTS | Q293 LMP1-TROYcd NF-kB luciferase reporter, 4 h | inhibition, % at 10 µM | hit rate 0.98% among 360,000 | AID 1347056, 2019;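 active = compounds whose plate-normalised and pattern-corrected inhibition of the luciferase reporter signal at the single screening dose is 50% or more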
SRC3 inh – SRC3 coactivator transcriptional activity inhibitors, primary screen, cell-based, luminescence | inhibition, % at 3.6 µM | hit rate 0.17% among 360,000 | AID 588352, 2011 | Nuclear receptor coactivator 3 (Homo sapiens), Q9Y6Q9 | HEK293 GAL4-SRC3 luciferase reporter;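 active = inhibition above a per-campaign cutoff, the mean of all compounds plus 3 SD, cut at about 60% in these data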;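 also: 0% = DMSO-treated cells and 100% = gossypol-treated cells at 36 µM; higher means less SRC3-driven luciferase light from the GAL4 reporter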
NCOA2 inhibitor – inhibition of GAL4-SRC2 driven luciferase reporter, primary screen, SRC2 inhibitor project, cell-based, luminescence; Nuclear receptor coactivator 2 (Homo sapiens), Q15596; HEK293 GAL4-SRC2 luciferase reporter; inhibition, % at 9 µM; hit rate 0.17% among 370,000; AID 651957, 2012;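 active = inhibition above the mean inhibition of all tested compounds plus 3 SD, set per campaign, cut at about 52% in these data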;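 also: 0% = DMSO treated cells and 100% = cells given Gossypol at 36 µM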
TLR9-MyD88 block – inhibitors of TLR9-MyD88 association in cells, primary screen, cell-based, CHO, BLA complementation, fluorescence; Toll-like receptor 9 (Homo sapiens) + Myeloid differentiation primary response protein …; CCF4 FRET ratio; inhibition, % at 4.98 µM; hit rate 0.21% among 340,000; AID 504734, 2011;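 active = inhibition above the mean over all tested compounds plus 3 SD, cut at about 21% in these data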;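 also: 0% = DMSO only wells and 100% = clavulanate BLA inhibitor control wells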
NCOA1 inh – SRC1 coactivator transcriptional activity inhibitors, primary screen, cell-based, luminescence; HEK293 GAL4-SRC1 luciferase reporter; AID 588354, 2011; Nuclear receptor coactivator 1 (Homo sapiens), Q15788; inhibition, % at 3.6 µM; hit rate 0.12% among 360,000;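 active = inhibition above the campaign mean plus 3 SD, with each screening campaign given its own cutoff, cut at about 60% in these data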;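 also: 0% = DMSO treated cells and 100% = gossypol at 36 µM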
C8 TRAIL sens – viability loss with TRAIL in NB7+C8 cells, primary screen, TRAIL sensitizer project, cell-based, ATPlite luminescence; hit rate 1% among 360,000; inhibition (viability loss, TRAIL sensitization), % at 10 µM;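 active = compounds causing at least 50% loss of cell viability in the single-dose screen, relative to plate controls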
LMP1 NFkB inh – EBV LMP1-driven NF-kappaB luciferase reporter inhibitors, primary screen, cell-based, luminescence, single point | LMP1-induced NF-kappaB luciferase reporter cells | inhibition, % at 12.5 µM | hit rate 0.69% among 350,000; in the data active = inhibition above about 41%;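 also: 0% = neutral control wells and 100% = reference inhibitor control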
TWEAK Fn14 block – inhibitors of TWEAK-Fn14 signaling, primary screen, luciferase reporter cells, uHTS; TWEAK-stimulated Fn14 reporter cells, luciferase luminescence, 8 h; inhibition, % at 10 µM; hit rate 2% among 360,000; in the data active = inhibition above about 50%
COUP-TFII inh – NR2F2 transcriptional activity inhibitors, primary screen, cell-based, luciferase reporter, HEK293T, luminescence. HEK293T NGFI-A luciferase reporter. inhibition, % at 8.6 µM. hit rate 0.7% among 370,000;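 active = inhibition above a per-plate cutoff, mean inhibition of test wells between control levels plus 3 SD, cut at about 38% in these data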;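 also: cells cotransfected with COUP-TFII expression vector driving the NGFI-A reporter; 0% = median of COUP-TF2 test wells and 100% = reporter-only cells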
NOD2 RIPK2 PPI – NOD2-RIPK2 binding disruptors in cells, primary screen, fluorescence, CHO cells, BLA complementation; Receptor-interacting serine/threonine-protein kinase 2 (Homo sapiens), O43353; CCF4 ratio; inhibition, % at 4.98 µM; hit rate 0.38% among 360,000; AID 624267, 2012; in the data active = inhibition above about 21%;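 also: 0% = vehicle only and 100% = reference blocker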
Target sequence (O43353 whole entry, looked up): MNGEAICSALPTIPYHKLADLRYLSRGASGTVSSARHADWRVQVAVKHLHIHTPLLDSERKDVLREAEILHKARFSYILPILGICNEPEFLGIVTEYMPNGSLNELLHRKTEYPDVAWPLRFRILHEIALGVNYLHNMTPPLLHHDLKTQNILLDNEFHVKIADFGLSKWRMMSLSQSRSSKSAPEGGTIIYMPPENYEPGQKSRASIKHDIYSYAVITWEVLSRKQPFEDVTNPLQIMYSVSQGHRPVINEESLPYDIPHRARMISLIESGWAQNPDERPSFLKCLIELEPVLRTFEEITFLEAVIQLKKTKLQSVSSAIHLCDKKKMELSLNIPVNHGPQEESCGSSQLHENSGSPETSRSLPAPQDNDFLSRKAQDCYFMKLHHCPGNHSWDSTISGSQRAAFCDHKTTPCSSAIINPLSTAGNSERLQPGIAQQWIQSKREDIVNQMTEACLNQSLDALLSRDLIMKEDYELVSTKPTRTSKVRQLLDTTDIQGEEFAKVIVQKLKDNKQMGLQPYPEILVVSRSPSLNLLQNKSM
Active calls of the source: *; . = not tested or not shown. A portion of the library. The share of hits here may be higher or lower than overall.

Every second line gives: SRC3 inh	NCOA1 inh	COUP-TFII inh	LMP1 NFkB inh	NOD2 RIPK2 PPI	C8 TRAIL sens	LRH-1 inv ag	TROY signal inh	TLR9-MyD88 block	TWEAK Fn14 block	NCOA2 inhibitor
1) O=C1NC(=S)N/C1=C/c1cccn1-c1ccc([N+](=O)[O-])cc1
→ -0.9	-17.6	4.6	-1.0	7.0	-2.0	12.4	3.3	1.4	6.2	-35.9
2) O=C1c2ccccc2/C(=C\c2ccc(Br)s2)N1c1ccccc1
→ 3.1	-14.3	-5.9	-5.1	-1.3	-7.8	21.1	-31.9	-26.5	-21.3	-12.6
3) C[C@@H]1CN([C@@H](C)CO)C(=O)CCCn2nncc2CO[C@@H]1CN(C)C(=O)c1ccc2ccn(C)c2c1
→ 3.5	-4.8	-5.1	4.6	-2.6	19.3	1.4	2.6	-10.8	-19.1	-29.5
4) COc1ccccc1/C=C/C(=O)N1CCc2cc(OC)c(OC)cc2C1C (stereo not drawn)
→ 0.7	-7.4	-5.0	13.3	-0.9	-6.4	19.9	-1.0	7.9	-4.1	6.9
5) CN1CCN(S(=O)(=O)c2ccc(N(C)Cc3c(F)cccc3Cl)nc2)CC1
→ 11.4	1.2	15.3	-8.8	1.6	-0.2	-14.3	-1.6	-3.7	-0.2	4.0
6) COC(=O)c1ccncc1C(=O)Nc1ccc(F)cc1
→ 3.4	-13.8	.	5.0	-12.5	3.0	3.3	-11.0	3.6	-17.3	.
7) COc1cc2cc(CCCOC(=O)CCCC(=O)O)oc(=O)c2cc1OC
→ -24.0	-8.3	11.2	3.7	10.7	-4.7	10.2	-1.0	-6.5	-8.8	1.9
8) COc1cc(OC)cc(-c2nnc(SCc3ccc(C(=O)O)cc3)o2)c1
→ 8.4	-15.6	-2.6	-23.7	2.2	-8.3	-20.5	-5.2	0.0	-14.5	9.2
9) O=C(CNc1ccc(Br)cc1)c1ccccc1
→ 6.4	-7.4	5.9	-2.2	-6.3	-3.5	-13.8	-22.2	6.6	-13.8	-24.9
10) S=C1NCCc2ccccc2C1c1ccccc1Cl (stereo not drawn)
→ 8.3	1.7	-11.0	-34.1	1.8	-2.9	-4.7	-11.5	8.1	7.1	10.4
11) O=C(COC(=O)c1ccc(Br)cc1)Nc1ccccc1Br
→ -2.2	-6.9	-9.0	-7.3	4.8	-2.8	44.7	12.0	0.1	-17.9	11.1
12) Oc1ccccc1-c1csc(-c2ccccc2)n1
→ -71.1	-77.8	-32.4	-8.4	-0.5	0.4	-34.0	-57.0	7.8	-41.0	-71.8
13) CCN(CC)CCN(C(=O)c1ccc(Br)s1)c1nc2cc3c(cc2s1)OCO3
→ 4.8	-0.5	0.2	2.6	-8.5	3.6	-4.4	3.2	-9.4	-14.7	8.4
14) CCc1cc(=O)oc2cc(OC(C)C(=O)N3CC[C@@]4(O)CCCC[C@H]4C3)ccc12 (stereo partly drawn)
→ -6.1	-9.4	-20.7	.	-5.6	0.4	-5.3	-3.6	.	14.5	-27.2
15) CCc1ccccc1S(=O)(=O)Cc1ccc(C(=O)NC2CCCC2)o1
→ 3.0	-10.6	3.3	3.2	-11.8	-10.6	6.5	-5.0	-4.7	24.8	-10.8
16) COc1ccc(CCC(C)NC(=O)Cc2ccc(OC)c(OC)c2)c(OC)c1 (stereo not drawn)
→ 10.9	-1.8	7.2	16.1	-6.3	-4.0	8.6	13.9	5.2	2.7	9.2
17) CC1CC(C)(C)NCCNC(C)CC(C)(C)NCCN1 (stereo not drawn)
→ 7.3	11.4	-29.9	-0.2	0.9	0.0	10.8	-4.2	-1.0	10.3	11.3
18) O=C1CCC(C(=O)NCCCn2ccnc2)N1 (stereo not drawn)
→ -1.7	2.8	2.8	-26.8	-0.8	-14.3	-5.9	-4.3	5.4	17.7	13.7
19) CSc1n[nH]c(NC(=O)c2c(-c3c(Cl)cccc3Cl)noc2C)n1
→ 12.9	-0.2	-8.9	5.7	-2.7	-14.8	-9.7	-1.1	-4.3	5.5	-2.1
20) Cc1cc(C(=O)N2CCCC(N3CCN(c4ccc(F)cc4)CC3)C2)no1 (stereo not drawn)
→ 22.7	-6.4	3.6	-1.8	-2.0	13.7	7.8	18.1	8.5	3.5	8.1
21) O=C(CN1C(=O)NC2(CCc3ccccc32)C1=O)c1c[nH]c2ccccc12 (stereo not drawn)
→ 2.8	-12.0	12.2	-2.2	1.7	7.9	4.6	5.1	-4.3	-10.0	24.5
22) O=C(O)/C=C/C(=O)N1CCN(c2ccc(F)cc2)CC1
→ -2.8	-13.7	0.3	1.0	-0.8	-8.7	2.9	-21.1	6.8	16.6	-10.4
23) Cc1nc(-c2ccccc2O)n(S(=O)(=O)N(C)C)n1
→ -18.9	0.5	3.6	-0.9	4.6	24.4	-14.0	-26.9	-6.6	2.1	7.3
24) FC(F)(F)c1cc(-c2ccco2)nc(NCc2ccccc2)n1
→ 2.3	3.1	5.2	-6.4	-2.5	-14.3	0.5	9.4	-6.2	4.9	14.9
25) Cc1ccc2c(c1)C1CN(C)CCC1N2C(=S)Nc1ccc(Cl)cc1Cl (stereo not drawn)
→ 1.8	3.4	8.6	25.8	5.2	4.1	0.5	-4.7	1.2	-1.3	3.1
26) CCCCc1[nH]c(=O)c(C#N)c2c1CSC(C)(C)C2
→ 10.7	-12.1	-25.4	7.9	-5.2	-13.0	9.8	8.8	-6.2	13.2	-0.1
27) Cc1cccc(/C=C2/Sc3ccc(C(=O)NCCCN4CCOCC4)cc3NC2=O)c1
→ 5.1	8.1	-1.6	-6.8	3.2	13.0	3.6	22.9	-6.5	-14.2	-1.3
28) CCOC(=O)NNc1cc(C(F)(F)F)ccn1
→ 1.8	1.4	-9.5	-18.9	5.1	-1.2	3.9	-5.7	3.2	-2.0	1.1
29) CCOc1ccc(NC(=O)N2CCN(Cc3ccc4c(c3)OCO4)CC2)cc1
→ 0.1	-13.3	0.5	0.4	1.4	-1.8	8.3	1.4	-2.5	1.5	-18.7
30) O=C(Nc1nnc(-c2ccco2)o1)c1ccc(Cl)cc1
→ -8.8	-9.7	2.4	16.5	-6.3	-5.8	-8.6	-33.6	12.1	-13.5	-8.1
31) Cc1ccc(OCC(=O)NNC(=S)NCc2ccccc2)cc1
→ 13.9	-57.4	-1.4	-3.3	1.4	-7.6	20.6	4.2	4.7	2.7	-23.6
32) N/C(=N\c1nc2ccccc2o1)NC(=O)c1ccccc1F
→ -65.0	-72.0	-15.0	-35.2	-5.0	6.6	-90.7	-85.1	2.1	-15.7	-46.0
33) COc1cccc(C2c3[nH]c4ccccc4c3CCN2C(=O)c2ccccc2F)c1OC (stereo not drawn)
→ -8.0	-20.3	17.0	9.5	-0.8	3.2	-19.3	20.6	6.3	-1.2	14.1
34) COC(=O)C1=C(C)NC(=S)NC1c1ccc(-c2ccccc2C(=O)OC)o1 (stereo not drawn)
→ 11.6	-9.9	32.7	2.4	6.0	-18.4	10.6	10.9	9.4	-18.8	-3.8
35) CC(NC(=O)c1ccccc1)c1ccc(F)cc1 (stereo not drawn)
→ -14.0	1.0	12.7	1.1	10.6	-3.6	12.2	-3.7	7.4	-7.1	-11.2
36) CC(=O)Nc1cccc(OCC(O)Cn2c(C)nc3ccccc32)c1 (stereo not drawn)
→ 20.9	10.0	0.6	2.2	-6.0	3.6	9.3	-6.2	0.5	10.8	0.5
37) CC(C)n1nccc1NC(=O)Nc1ccccc1
→ -12.4	2.6	6.3	2.4	-2.0	16.0	-17.7	-10.4	-5.4	-5.8	1.6
38) Cc1ccc(CCNS(=O)(=O)c2cc3c(cc2Cl)NC(=O)CO3)cc1
→ 6.8	-5.8	11.9	1.9	1.8	5.9	29.6	7.1	-1.0	6.3	-4.1
39) Cc1ccc(NC(=O)C2CCN(S(=O)(=O)c3cccnc3)CC2)cc1C
→ -2.3	9.7	-10.5	9.0	0.9	3.8	3.1	-3.5	-7.9	6.9	25.3
40) CCc1cccc(C)c1NC(=O)CCCC(=O)O
→ 3.4	-2.5	-1.5	-2.8	-2.1	-11.1	9.4	-5.1	3.4	-4.9	11.9
41) COc1ccc(/C=N/NC(=O)Cn2ccnc2C)cc1OC
→ 8.1	6.0	-2.6	-2.1	12.0	4.2	-6.3	4.5	.	-3.9	-0.8
42) CCCOc1ccc2ccccc2c1/C=N/n1cnnc1
→ -12.2	-40.0	-4.2	-2.4	-5.8	11.6	-18.1	-40.8	-3.5	-29.8	5.5
43) CCc1ccc(C(=O)COC(=O)c2ccc(-c3nnc(-c4ccccc4)o3)cc2)cc1
→ -23.6	-29.1	6.0	-7.9	1.4	10.4	-29.8	-42.6	4.4	-19.2	-12.9
44) CC(C)=CCC(C)(C)C1OCCN1C(=O)Nc1ccccc1 (stereo not drawn)
→ -9.6	-13.3	13.0	-19.0	3.3	0.8	24.4	-1.9	5.2	-4.0	-18.8
45) COc1ccccc1C(=O)NCC(=O)n1nc(C)cc1C
→ -5.0	-2.9	-4.8	4.4	-1.5	3.8	-7.2	-1.5	1.6	-2.7	-17.8
46) Cc1cc(C=C2C(=O)c3ccccc3C2=O)c(C)n1-c1cccc(C(=O)O)c1
→ 37.8	-16.1	32.1	0.0	-10.7	12.4	18.4	-48.5	7.2	34.0	-3.5
47) Cc1cccc(OCC(=O)Oc2ccc(Cl)cc2)c1
→ 10.3	-7.0	7.0	-4.7	-5.2	3.3	-4.5	-4.4	7.9	-0.3	-3.7
48) COc1ccccc1N1CCN(C(=O)CCCNC(=O)Cn2cnc3sc(C)c(C)c3c2=O)CC1
→ -6.5	-19.7	12.8	2.7	-10.8	-7.3	-10.2	1.7	-4.8	-5.8	-5.0
49) COC(=O)c1ccc(Cn2nc(C)cc2C)cc1
→ -27.4	-36.1	1.0	-16.7	5.1	0.0	-27.7	-51.1	5.1	-1.6	-6.1
50) O=C1NC2(CCCCCC2)C(=O)N1CCS(=O)(=O)Oc1ccccc1
→ 12.7	1.2	-4.2	-3.7	5.0	-1.3	-0.4	-34.2	-8.7	-4.0	-5.0
51) Cn1c(=O)n(CC(=O)O)c(=O)c2c1nc1n2CCCN1Cc1ccccc1
→ -17.1	-2.4	-2.8	-3.2	-7.6	-9.8	5.0	17.3	4.8	-1.6	6.7
52) Cc1sc2ncnc(SCC#N)c2c1C
→ 8.2	-5.6	7.6	-1.2	-8.4	7.0	-8.2	-5.5	-4.5	-1.9	-9.9
53) CCOC(=O)N1CCN(C(=O)CSCc2nc(-c3ccccc3F)oc2C)CC1
→ -3.7	7.6	18.6	-4.3	-11.4	-7.4	0.8	2.2	5.6	7.5	-10.5
54) COc1ccc(Oc2cc(F)nc(N)n2)cc1
→ 9.5	5.0	-10.1	-1.6	-11.3	16.4	-5.6	-13.8	1.1	-15.9	-1.1
